S1P3 agonist = agonists of human S1P3 receptor. S1P3 NFAT-BLA reporter cells, agonism, FRET ratio; relative to 1 µM S1P, basal subtracted. AID 373. 60,000 compounds, 0.1% hits. activation, % at 4.5 µM;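 active = activation above the screen-wide mean plus 3 SD, cut at about 4.5% in these data, passing the limit was not always enough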; note: some compounds called inactive have numbers as strong as hits
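Assay system: stable CHO line with human S1P3, Gα16, NFAT-BLA reporter; Detection: FRET β-lactamase substrate fluorescence, excitation 405 nm, 460/535 nm emission ratio, background-subtracted; Read-out: percent activation versus median 1 µM S1P response, basal-subtracted, per plate; Incubation: cells plated overnight, compound 4 h 37 °C, substrate 2 h RT.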
5HT1E ag = agonists of human 5-HT1E serotonin receptor; P28566; CHO 5-HT1E Ga15 NFAT-bla reporter, FRET; 0% DMSO wells, 100% control agonist wells; activation, % at 6 µM; 65,000 compounds, 0.69% hits;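 active = activation above a set limit, the screen-wide mean activation plus 3 SD, cut at about 8.5% in these data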;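 note: 100% = positive control agonist at 1 µM giving full maximal response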
Target sequence (P28566 whole entry, looked up): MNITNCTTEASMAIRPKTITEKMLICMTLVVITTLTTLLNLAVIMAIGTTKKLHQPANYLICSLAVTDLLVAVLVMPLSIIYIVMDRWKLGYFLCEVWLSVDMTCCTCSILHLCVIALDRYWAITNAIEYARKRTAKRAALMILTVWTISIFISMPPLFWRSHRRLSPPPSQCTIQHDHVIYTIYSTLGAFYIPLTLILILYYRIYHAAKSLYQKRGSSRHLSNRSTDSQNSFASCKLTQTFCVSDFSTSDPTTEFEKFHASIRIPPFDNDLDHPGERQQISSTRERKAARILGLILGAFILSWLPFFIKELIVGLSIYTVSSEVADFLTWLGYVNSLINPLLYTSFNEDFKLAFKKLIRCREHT
S1P1 ag pot = activates or potentiates agonism at human S1P1 receptor; P21453; S1P1 CRE-bla cells, forskolin, beta-lactamase FRET, potentiator mode; S1P1 agonist co-added at EC20, 2 nM; 100% = saturating reference agonist, 0% = basal; activation, % at 9.5 µM; 56,000 compounds, 0.57% hits;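 active = activation above a cutoff set at the mean activation of all tested compounds plus 3 SD, cut at about 54% in these data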;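 note: forskolin at 4 µM as EC80 and the EC20 agonist is SEW2871; 100% = SEW2871 at its EC100 plus forskolin at EC80; some compounds past the cut are filed as inactive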
tolC growth inh = growth inhibitors of E. coli BW25113 tolC mutant. OD615. growth inhibition, % at 10 µM (by protocol). 65,000 compounds, 2.2% hits;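 active = growth inhibition at or above a cutoff equal to the mean over every tested compound plus 3 SD, cut at about 60% in these data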;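 note: growth measured after 20 h incubation at 37 °C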
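Test system: tolC-deleted E. coli BW25113 | Medium: LB with kanamycin 50 µg/mL | Compound dosing: Single concentration, 10 µM final per compound | Schedule: 37 °C, 20 h exposure | Measured by: OD at 615 nm | Evaluation: Percent growth inhibition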
RORa activator = RORA (human) activation. CHO-K1 Gal4-RORA LBD luciferase reporter, luminescence; percent increase over mock-subtracted basal signal. activation, % at 10 µM. 65,000 compounds, 1.5% hits. AID 560;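 active = activation above the mean of all tested compounds plus 3 SD, cut at about 49% in these data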;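 note: 0% = DMSO-treated RORA cells and 100% = added signal equal to DMSO minus mock-transfected cells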
Target sequence (P35398 whole entry, looked up, the tested form may be a part): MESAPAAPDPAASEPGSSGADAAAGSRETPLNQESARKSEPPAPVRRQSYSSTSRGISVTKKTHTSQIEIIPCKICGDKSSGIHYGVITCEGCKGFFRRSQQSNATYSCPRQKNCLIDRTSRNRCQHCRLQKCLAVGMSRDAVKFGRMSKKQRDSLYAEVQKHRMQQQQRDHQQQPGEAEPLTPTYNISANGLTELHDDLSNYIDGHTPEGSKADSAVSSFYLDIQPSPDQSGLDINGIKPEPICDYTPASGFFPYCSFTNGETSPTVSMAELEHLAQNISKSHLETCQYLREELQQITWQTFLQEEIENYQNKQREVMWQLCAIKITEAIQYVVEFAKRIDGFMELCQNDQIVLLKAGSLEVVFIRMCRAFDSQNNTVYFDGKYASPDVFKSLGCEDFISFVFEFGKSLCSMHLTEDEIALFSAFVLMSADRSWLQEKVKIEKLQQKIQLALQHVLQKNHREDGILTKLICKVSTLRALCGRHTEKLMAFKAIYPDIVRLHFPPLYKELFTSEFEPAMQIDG
AP ELISA ortho = orthogonal test for alternative complement pathway inhibitors; AID 1235; Human serum alternative complement pathway, LPS-coated ELISA, C3 deposition; tested in compound mixtures; inhibition, % at 5 µM; 62,000 compounds, 0.08% hits;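 active = inhibition above 30% in each of the two pooled mixtures holding the compound, so the lower value exceeds 30%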;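 note: 0% = serum in Mg-EGTA without compound and 100% = EDTA serum blank; some compounds past the cut are filed as inactive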
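Assay system: Human serum alternative complement pathway, C3 deposition on LPS-coated wells | Incubation: 1 h serum-compound exposure at 37 °C | Doses: 5 µM per compound in ten-compound mixtures | Read-out: Percent inhibition | Technique: ELISA with HRP anti-human C3 antibody, TMB substrate, absorbance 450 nm | Replication: Two pool placements per compound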
SF-1 act = SF-1 (human) activation | 65,000 compounds, 1.9% hits | Q13285 | activation, % at 10 µM | CHO-K1 Gal4-SF-1 LBD luciferase reporter; % increase over DMSO SF-1-specific signal;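 active = activation above the mean activation of all tested compounds plus 3 SD, cut at about 50% in these data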
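material = CHO-K1 cells with Gal4–hSF-1 LBD chimera plus Gal4-driven luciferase | compound = 10 µM single point, 1% DMSO | incubation = 20 h compound exposure at 37 °C after 1 h cell settling | measured by = SteadyLite luciferase luminescence | evaluation = percent activation relative to DMSO median and mock-transfected background | control set = DMSO negative control and −SF1 background wells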
5HT1a antag = antagonists of human 5-HT1a serotonin receptor. inhibition, % at 10 µM. 62,000 compounds, 0.68% hits. CHO 5-HT1a Ga15 NFAT-bla reporter, antagonist mode. AID 612;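 active = inhibition above the mean of all tested compounds plus 3 SD, cut at about 43% in these data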;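 note: receptor stimulated by 5-CT agonist at 100 nM near EC80; beta-lactamase reporter measured by ratiometric fluorescence of a cleavable substrate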
HTR1E antagonist = antagonists of human 5-HT1E serotonin receptor; 65,000 compounds, 0.99% hits; AID 571; CHO 5-HT1E Ga15 NFAT-bla reporter, FRET, antagonist; P28566; inhibition, % at 6 µM;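 active = inhibition above a set limit, the mean inhibition across every tested compound plus 3 SD, cut at about 29% in these data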;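 note: signal is the 460 over 535 nm emission ratio of beta-lactamase substrate; 0% = agonist plus DMSO wells and 100% = wells without agonist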
Active calls of the source: *; nt = no result given.

#1 CCC(=O)N1CCc2cc(S(=O)(=O)CCC(=O)NCCC3=CCCCC3)ccc21
#2 COc1ccc(CCN2C(=O)C(O)=C(C(=O)c3ccco3)C2c2cccs2)cc1OC (centres undefined)
#3 CCCCNC1C(CC)C(CCC)C(C#N)(C#N)C1(C#N)C#N (centres undefined)
#4 CCOc1ccc(CNC(=O)C(CC)n2nc(C)n3c(cc4occc43)c2=O)cc1OC (centres undefined)
#5 COc1ccccc1N1C(=O)CC(Sc2ncccc2C(=O)O)C1=O (centres undefined)
#6 COCCOC(=O)c1[nH]c2c(c1C)C(=O)CC(c1ccc(F)cc1)C2 (centres undefined)
#7 CCOC(=O)/C(C#N)=C1/C=C(C)NC(c2ccccc2O)=N1
#8 COc1ccc(OCC(=O)N2CCN(C(=O)c3ccccc3)CC2)cc1
assay / compound | 1 | 2 | 3 | 4 | 5 | 6 | 7 | 8
S1P3 agonist | -0.1 | 0.3 | -0.9 | -0.7 | 0.3 | -0.4 | -1.4 | -0.3
5HT1E ag | 0.6 | -0.5 | -2.0 | 0.0 | -0.4 | 0.0 | -0.8 | -1.2
S1P1 ag pot | -14 | -14 | 35 | -10 | -13 | 29 | 48 | -21
tolC growth inh | -6 | 22 | -7 | -22 | 0 | 1 | 58 | -3
RORa activator | -16 | -25 | -45 | -12 | -28 | 26 | 0 | 6
AP ELISA ortho | 9 | 3 | 12 | 7 | 12 | 23 | -15 | -12
SF-1 act | 5 | -11 | -22 | 17 | 3 | 24 | -29 | 1
5HT1a antag | -6 | 6 | 63* | 7 | -5 | 8 | 22 | 7
HTR1E antagonist | 3 | -6 | 37* | -6 | -7 | -7 | 16 | 8

#9 CC(=O)N1CCc2cc(C(=O)CN3CCCCC3)ccc21
#10 COCc1cc(=O)[nH]c(/N=C(\N)Nc2ccc(Oc3ccccc3)cc2)n1
#11 CCOC(=O)C1CCN(C(=O)CCNC(=O)c2cc(OC)c(OC)c(OC)c2)CC1
#12 Cc1[nH]n(CCC#N)c(=O)c1CC(=O)N1CCN(c2ccccc2)CC1
#13 Cc1ccc(C=NCc2ccncc2)c(O)c1
#14 O=C(Nc1ccccn1)c1ccc(=O)[nH]n1
#15 COC(=O)Cc1c(C)c2ccc(OC(=O)c3ccco3)cc2oc1=O
#16 COc1cc(C(=O)N(C)c2nnc(-c3cccnc3)s2)cc(OC)c1OC
assay / compound | 9 | 10 | 11 | 12 | 13 | 14 | 15 | 16
S1P3 agonist | -0.3 | -0.2 | 1.2 | -1.3 | -0.4 | -2.9 | -1.1 | -0.3
5HT1E ag | -0.8 | -1.6 | -0.1 | 0.2 | 0.4 | -0.8 | 1.3 | 2.1
S1P1 ag pot | -7 | nt | -6 | 1 | -5 | 9 | nt | -13
tolC growth inh | 4 | 17 | -5 | -14 | -3 | 10 | -2 | -25
RORa activator | 5 | 0 | -20 | -12 | 12 | 8 | -13 | -11
AP ELISA ortho | -6 | -15 | 29 | 6 | -12 | nt | 18 | -12
SF-1 act | 1 | -8 | -5 | -8 | -10 | -6 | 4 | -11
5HT1a antag | -8 | 5 | 4 | 2 | 3 | nt | -11 | -25
HTR1E antagonist | 5 | -7 | -4 | -8 | -5 | 1 | -9 | -15

#17 OC(COCc1ccccc1)CN1CCN(c2ccccc2)CC1 (centres undefined)
#18 Cc1cccc(-c2nc(CS(=O)CC(=O)NCC3CCCO3)c(C)o2)c1 (centres undefined)
#19 CC1CCCC(C)N1CCCNC(=O)c1cc2c(=O)n(C)c3ccccc3c2n1C (centres undefined)
#20 COCCNC(=O)c1ccc(CS(=O)(=O)c2c(Cl)cccc2Cl)o1
#21 COc1ccc(CCNC(=O)CC2COc3ccccc3O2)cc1OC (centres undefined)
#22 CCC(=O)Nc1ccc(NC(=O)CSc2nnnn2CC)cc1C
#23 CC(C)CCNC(=O)CCS(=O)(=O)c1cccc2nonc12
#24 Cc1c(C(=O)O)sc(=S)n1CCOc1ccccc1
assay / compound | 17 | 18 | 19 | 20 | 21 | 22 | 23 | 24
S1P3 agonist | 0.2 | -1.5 | -0.4 | 0.8 | -0.8 | 0.2 | nt | -0.8
5HT1E ag | 0.4 | -0.7 | 0.8 | 0.8 | 0.7 | -1.0 | -1.4 | 0.0
S1P1 ag pot | -9 | 7 | -13 | -20 | nt | -27 | nt | -9
tolC growth inh | -14 | -19 | 2 | -12 | 9 | -13 | -8 | 15
RORa activator | -4 | -31 | 16 | 3 | -10 | 8 | 7 | -3
AP ELISA ortho | 3 | 1 | 8 | -3 | 18 | -3 | 9 | -3
SF-1 act | 6 | -18 | -3 | 5 | 6 | 2 | 6 | -16
5HT1a antag | 24 | 11 | 2 | -6 | 4 | -9 | -3 | -5
HTR1E antagonist | -3 | 9 | -8 | 5 | -9 | -7 | 6 | 7

#25 Cn1c(=O)oc2cc(S(=O)(=O)N3CCC(C(=O)Nc4ccc(OC(F)(F)F)cc4)CC3)ccc21
#26 CC(=O)N1CCN(S(=O)(=O)c2ccc(C)cc2)C1C(C)C (centres undefined)
#27 COc1ccc(CC(=O)n2nc(-c3ccccc3)nc2NCc2ccco2)cc1
#28 O=C(NC1CCCCC1)N(Cc1ccccc1)Cc1ccco1
#29 N#Cc1c(NCCCO)nc(-c2ccccc2)c2c1CCCC2
#30 CCC(=O)Nc1nc2c(OC)ccc(C)c2s1
#31 CSc1nnc2c3ccccc3n(CCc3ccccc3)c2n1
#32 CS(=O)(=O)N1CCCC(C(=O)NCCN2CCC(Cc3ccccc3)CC2)C1 (centres undefined)
assay / compound | 25 | 26 | 27 | 28 | 29 | 30 | 31 | 32
S1P3 agonist | -0.4 | -0.4 | -0.2 | -0.6 | 0.0 | 0.3 | -0.6 | 0.5
5HT1E ag | 4.1 | -1.2 | 0.6 | 0.2 | 2.5 | -0.2 | 0.1 | 2.1
S1P1 ag pot | -36 | -1 | nt | -17 | -13 | -25 | -25 | -16
tolC growth inh | -14 | -16 | 20 | 23 | 5 | 2 | -4 | 1
RORa activator | -9 | 0 | 29 | -21 | -18 | 19 | 0 | -16
AP ELISA ortho | 4 | -1 | 18 | 1 | nt | 9 | -13 | -4
SF-1 act | -16 | -20 | 9 | 11 | -3 | -1 | -24 | 15
5HT1a antag | -12 | 13 | 21 | 23 | nt | 0 | 17 | 11
HTR1E antagonist | -6 | 0 | -8 | -2 | -5 | -1 | 16 | -5

#33 CC(=O)OCCn1c(Br)nc2c1c(=O)[nH]c(=O)n2C
#34 CCS(=O)(=O)c1nnnn1-c1ccccc1S(C)(=O)=O
#35 CC(=O)c1ccc2c3c(ccc(O)c13)CC2
#36 C=C(C)CSc1nc2nc(C)cc(C)n2n1
#37 CC1CCCC(C)N1C(=O)COc1ccc(-c2nnco2)cc1 (centres undefined)
#38 CC1CCN(S(=O)(=O)N2CCC(C(=O)N3CCC(N(C)CC4CCCO4)CC3)CC2)CC1 (centres undefined)
#39 COC(=O)CNC(=O)COC(=O)C(Cc1ccccc1)NC(=O)c1ccco1 (centres undefined)
#40 CCOC(=O)C1CCN(C(=O)CN(Cc2ccc(Cl)cc2)S(C)(=O)=O)CC1
assay / compound | 33 | 34 | 35 | 36 | 37 | 38 | 39 | 40
S1P3 agonist | 1.3 | -1.5 | -1.5 | -0.4 | -0.8 | 0.0 | -0.8 | -1.2
5HT1E ag | 0.4 | -0.2 | 0.2 | 0.9 | 0.7 | 0.4 | -0.4 | -0.4
S1P1 ag pot | -2 | nt | 4 | -12 | 10 | -23 | 2 | nt
tolC growth inh | -19 | -19 | 17 | -2 | -7 | -13 | -14 | 4
RORa activator | 7 | -25 | 2 | 21 | -17 | 16 | -12 | -10
AP ELISA ortho | 13 | 14 | 3 | 8 | 17 | 6 | 13 | 9
SF-1 act | -7 | 0 | -25 | 12 | 0 | -5 | -4 | -1
5HT1a antag | 8 | 30 | -8 | -11 | -19 | 12 | -8 | 7
HTR1E antagonist | -3 | 6 | -7 | -3 | -6 | 9 | 3 | 13

#41 CCOc1ccccc1NC(=O)c1cc(Cl)ccc1NC(=O)c1ccco1
#42 CCOC(=O)Cn1nc(-c2ccc(Cl)cc2)ccc1=O
#43 COc1ccc(CCNC(=O)CC2Nc3ccccc3NC2=O)cc1 (centres undefined)
#44 CCCCC(=O)Nc1cccc(NC(=O)c2ccc3c(c2)OCO3)c1
#45 Cc1ccc(C)c(S(=O)(=O)NCc2ccc(C(=O)N3CCN(C)CC3)cc2)c1
#46 O=c1c2ccccc2oc2ncccc12
#47 Cc1ccc(C(C(=O)NC2CCCCC2)N(C(=O)c2csnn2)C2CCCC2)o1 (centres undefined)
#48 CN(CCC#N)S(=O)(=O)c1ccc2c(c1)c(=O)n(C)c(=O)n2C
#49 O=C(O)CCc1ccc(-c2ccc(Cl)cc2)n1Cc1ccco1
#50 Cc1ccc(-n2c(Cc3cccn3C)nnc2SCC(=O)NC2CCCCC2)cc1
assay / compound | 41 | 42 | 43 | 44 | 45 | 46 | 47 | 48 | 49 | 50
S1P3 agonist | 0.0 | nt | -0.3 | -1.5 | -0.8 | 0.1 | -0.9 | nt | 0.0 | -1.0
5HT1E ag | 0.4 | -1.3 | 0.1 | -1.1 | 0.0 | -0.4 | -2.1 | -0.9 | 0.2 | 0.4
S1P1 ag pot | -2 | nt | 7 | 3 | nt | -14 | 10 | nt | -23 | -38
tolC growth inh | -8 | 3 | 10 | -4 | -7 | -1 | 6 | -21 | 20 | 12
RORa activator | 4 | -4 | 21 | 16 | 4 | 4 | -12 | -13 | -16 | -4
AP ELISA ortho | 10 | 7 | -7 | 11 | 3 | -4 | 9 | 4 | 8 | 12
SF-1 act | -17 | 2 | 16 | 8 | 13 | 10 | -1 | 2 | -5 | 2
5HT1a antag | -12 | 10 | 3 | 15 | 1 | 0 | 36 | 5 | 5 | 2
HTR1E antagonist | -7 | 9 | 1 | 6 | 5 | -2 | 15 | 4 | 3 | -1

Full records as entered above. Order of values: S1P3 agonist	5HT1E ag	S1P1 ag pot	tolC growth inh	RORa activator	AP ELISA ortho	SF-1 act	5HT1a antag	HTR1E antagonist
O=c1c2ccccc2oc2ncccc12 in the list: 0.1	-0.4	-14	-1	4	-4	10	0	-2
Cc1ccc(C(C(=O)NC2CCCCC2)N(C(=O)c2csnn2)C2CCCC2)o1 (centres undefined) in the list: -0.9	-2.1	10	6	-12	9	-1	36	15
